Screens deposited in PubChem by Sanford-Burnham Center for Chemical Genomics.
LMPTP inh: LMPTP (human) inhibition. 360,000 tested, 0.22% active. AID 651560. P24666. recombinant LMPTP-A, OMFP fluorogenic substrate, fluorescence intensity. inhibition, % at 20 µM;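 active = compounds that cut the enzyme signal by at least half of the control window in the single-dose screen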;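 also: plate controls were DMSO wells with enzyme plus substrate for no effect and substrate without enzyme for full effect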
Target sequence (P24666 whole entry, looked up): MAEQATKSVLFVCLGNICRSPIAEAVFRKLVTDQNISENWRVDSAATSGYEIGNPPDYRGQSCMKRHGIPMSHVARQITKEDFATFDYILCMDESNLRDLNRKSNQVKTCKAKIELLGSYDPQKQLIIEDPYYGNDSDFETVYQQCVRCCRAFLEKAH
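Buffer or medium: Bis-Tris pH 6.0, DTT, detergent; Assay system: LMPTP-A enzyme; Quantity: 0.625 nM enzyme; Detection: endpoint fluorescence intensity; Times: 50 min dark incubation at room temperature; Controls: substrate-only low control, DMSO enzyme-plus-substrate high control; Doses: single 20 µM dose; Read-out: percent inhibition versus substrate-only and uninhibited controls; Reagent: 400 µM OMFP.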
DNMT1 block: inhibitors of human DNMT1; 360,000 tested, 0.83% active; DNMT1 molecular beacon, Hinp1I cleavage, fluorescence; AID 588458; inhibition (reported as % activation of signal), % at 10 µM; P26358; in the data active = inhibition above about 50%
Scp1 inh: blocks human Scp-1 phosphatase activity | Q9GZU7 | Recombinant Scp1, phosphopeptide, malachite green phosphate absorbance | 340,000 tested, 0.88% active | inhibition, % at 20 µM;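 active = inhibition above about 50% at 20 µM, limit read from the data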;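 also: plate controls were DMSO wells with enzyme for no effect and wells lacking enzyme for full effect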
Target sequence (Q9GZU7 76-261 limits assumed): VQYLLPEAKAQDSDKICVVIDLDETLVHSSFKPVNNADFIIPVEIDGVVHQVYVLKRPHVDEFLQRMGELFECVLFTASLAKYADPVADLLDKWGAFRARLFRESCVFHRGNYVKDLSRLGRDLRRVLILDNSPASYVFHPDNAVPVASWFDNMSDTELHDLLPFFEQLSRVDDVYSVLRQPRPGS
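System: SCP-1 catalytic domain; Reagent: Phospho 17-mer peptide substrate; Doses: one concentration, 20 µM, with 1.0% DMSO; Incubation: 45 min room-temperature reaction, 5 min colour, 30 min stabiliser; Signal: Phosphate-binding colour reagent, absorbance read at 630 nm.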
MT1-MMP act inh: blocks activation of human MT1-MMP. HT1080 RFP-PRO-GFP cells, GFP/RFP ratio fluorescence, overnight; percent of plate control window, DMSO zero. GFP/RFP ratio change, % at 20 µM. 360,000 tested, 0.061% active. AID 651647;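 active = GFP/RFP ratio change of at least 30% with cell ATP level not reduced by more than half and red fluorescence within 50% of control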; also: strong numbers were not always called active
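Compound: 20 µM single dose, 1% DMSO / System: HT1080 RFP-PRO-GFP cells / Controls: DMSO and RFP-L50D-GFP cell wells / Read-out basis: GFP/RFP fluorescence ratio / Schedule: overnight compound exposure at 37 °C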
SKN-1 inh: inhibitors of C. elegans SKN-1 | C. elegans VP596 Pgst-4::GFP/RFP ratio, acrylamide-induced, 24 h | inhibition, % at 21.8 µM | 360,000 tested, 0.49% active;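 active = interference check ratio from 0.5 to 1.5 plus GFP to RFP signal ratio inhibition reaching or exceeding a fixed threshold, cut at about 30% in these data, passing the limit was not always enough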; also: some compounds called inactive have numbers as strong as hits
CendR NRP1 mod: modulators of CendR peptide binding to human neuropilin-1 | O14786 | AID 602438 | FAM-RPARPAR peptide binding to NRP-1, fluorescence polarization | inhibition, % at 25 µM | 360,000 tested, 0.85% active;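 active = inhibition or corrected inhibition above about 18%, plus a signal ratio from 0.5 to 1.5, limit read from the data, passing the limit was not always enough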; also: strong numbers were not always called active
NadD inh: inhibitors of Staphylococcus aureus NadD | AID 602399 | purified NadD enzyme, colorimetric absorbance read-out | inhibition, % at 20 µM | 360,000 tested, 0.78% active; in the data active = inhibition above about 26%; also: some compounds past the cut are filed as inactive
Rpn11 inh: Rpn11 (human) deubiquitinase inhibition. 360,000 tested, 0.59% active. calls only at 20 µM. human 26S proteasome, Ub4-pepOG fluorescence polarization; 20S core pre-blocked with epoxomicin. O00487;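 active = inhibition at 20 µM, scaled to each plate's controls, above about 33%, limit read from the data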
STEP inh: blocks human striatal-enriched tyrosine phosphatase | P54829 | recombinant STEP, OMFP fluorogenic substrate, fluorescence | inhibition, % at 20 µM | 360,000 tested, 0.25% active | AID 588621;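 active = inhibition at 20 µM, scaled per plate between control wells, above about 37%, limit read from the data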;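 also: 0% = DMSO with enzyme and substrate and 100% = substrate only without enzyme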
Target sequence (P54829 whole entry, looked up): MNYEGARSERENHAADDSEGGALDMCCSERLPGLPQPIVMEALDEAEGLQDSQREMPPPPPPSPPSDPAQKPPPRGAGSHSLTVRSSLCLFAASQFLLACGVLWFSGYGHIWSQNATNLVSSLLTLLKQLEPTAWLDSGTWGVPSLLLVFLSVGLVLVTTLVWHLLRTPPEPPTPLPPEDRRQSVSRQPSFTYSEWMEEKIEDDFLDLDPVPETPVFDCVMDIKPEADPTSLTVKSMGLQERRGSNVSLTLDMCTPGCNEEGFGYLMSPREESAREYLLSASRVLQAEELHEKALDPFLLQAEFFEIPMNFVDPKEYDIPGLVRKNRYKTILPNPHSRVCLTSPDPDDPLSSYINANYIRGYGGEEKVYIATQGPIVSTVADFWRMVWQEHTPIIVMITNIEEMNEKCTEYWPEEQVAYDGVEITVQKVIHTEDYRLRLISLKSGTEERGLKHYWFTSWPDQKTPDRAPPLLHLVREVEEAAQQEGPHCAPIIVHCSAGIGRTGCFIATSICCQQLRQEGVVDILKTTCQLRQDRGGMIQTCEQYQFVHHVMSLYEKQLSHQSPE
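System: STEP (striatal-enriched tyrosine phosphatase) enzyme, cell-free; medium: Bis-Tris pH 6.0 buffer with DTT, detergent; dosing: 20 µM, 1% DMSO; times: reaction 20 min, ambient temperature; detection: fluorescence, 480/540 nm; read-out basis: normalized % inhibition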
SUMO1 PPI mod: modulators of human SUMO1-mediated protein-protein interactions; P63165; SUMO1 binding to a labelled peptide, TR-FRET, 1 h; inhibition, % at 20 µM; 360,000 tested, 0.33% active; in the data active = inhibition above about 37%
Target sequence (P63165 whole entry, looked up): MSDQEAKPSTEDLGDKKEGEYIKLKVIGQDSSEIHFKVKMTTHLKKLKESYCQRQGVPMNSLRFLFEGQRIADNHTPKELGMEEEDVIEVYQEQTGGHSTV
* = called active by the depositor; i = inactive; . = not tested or not shown; & = joins results of further samples.

SMILES | LMPTP inh | DNMT1 block | Scp1 inh | MT1-MMP act inh | SKN-1 inh | CendR NRP1 mod | NadD inh | Rpn11 inh | STEP inh | SUMO1 PPI mod
Cc1ccc(-c2c3c(=O)n(C)c(=O)n(C)c3cn2N2CCOCC2)cc1 | 0.6 | 1 | 0 | 1 | 16 | -12 | -2 | i | 0 | 9
CCCCOC(=O)/C=C/c1ccc(OC(=O)OC)c(OC(=O)OC)c1 | -1.4 | 11 | -7 | -15 | -16 | 2 | -1 | i | 0 | -2
CCC1(c2ccc(F)cc2)NC(=O)N(CC(=O)Nc2ccccc2C)C1=O (stereo not given) | 0.5 | 0 | -7 | 6 | 1 | -1 | -16 | i | -2 | 4
CC(Oc1cccc(Cl)c1)C(=O)Nc1cc(Cl)ccc1N1CCOCC1 (stereo not given) | 2.9 | 10 | -3 | -6 | 11 | 2 | 0 | i | 2 | 5
COc1ccc(-c2ccc3nnc(SCC(=O)Nc4ccc(NC(C)=O)cc4)n3n2)cc1 | -1.7 | 2 | 7 | 5 | -6 | -19 | -1 | i | -2 | 7
Clc1ccc2c(c1)nc1n2CCCC1 | -0.3 | 2 | -4 | 5 | 13 | 4 | -6 | i | -2 | -1
Cc1cc(C)n(C(=O)/C(C#N)=N/Nc2cc(Cl)cc(Cl)c2)n1 | 2.1 | -28 | -14 | -9 | 4 | 5 | -1 | i | -2 | -9
Cc1ccc(OCCCC(=O)Nc2ccc(S(=O)(=O)Nc3cc(C)nc(C)n3)cc2)cc1 | 0.4 | -5 | -3 | 2 | -11 | -3 | 4 | i | -1 | 11
Cc1ccc(OCC(=O)Nc2ccc(S(=O)(=O)Nc3onc(C)c3C)cc2)cc1 | -1.0 | 2 | -5 | -3 | -15 | -5 | -5 | i | -1 | 0
CCn1c(SCC(=O)Nc2cc3oc4ccccc4c3cc2OC)nnc1-c1cccs1 | 0.3 | -11 | 1 | 0 | 8 | -9 | 8 | i | -1 | 3
O=C(Nc1cccc2ccccc12)c1cccc([N+](=O)[O-])c1 | 0.7 | 1 | -14 | 3 | 23 | 4 | -8 | i | 0 | -35
C#Cc1ccc(C(=O)Nc2ccc(N3CCC(C)CC3)c(C(N)=O)c2)cc1 | 2.1 | -12 | 1 | 4 | -16 | -8 | 14 | i | 1 | 6
CCOc1ccc(S(=O)(=O)N2CCOCC2)cc1NC(=O)CSCC(=O)Nc1ccc(C)cc1 | -0.2 | 1 | -8 | 1 | 0 | 12 | -6 | i | 3 | 4
O=C(Cn1cccc1C(=O)c1ccccc1)NCCC1=CCCCC1 | -0.1 | -6 | -10 | -1 | 10 | 23* | -9 | i | -2 | 0
OCCN1CCN(C(=S)Nc2cccc(C(F)(F)F)c2)CC1 | -4.0&-5.0 | -4&0 | -7&-4 | 2&1 | 0&-8 | -1&10 | -2&-4 | i | 2&-2 | 1&0
C[C@H](CO)N1C[C@H](C)[C@@H](CN(C)Cc2ccc(Cl)c(Cl)c2)OCCCC[C@H](C)Oc2ccc(NC(=O)CCC(F)(F)F)cc2C1=O | 0.1 | -20 | . | -4 | 9 | -1 | 1 | i | 1 | 7
O=C(Cc1ccc(Cl)c(Cl)c1)Nc1ccc(SC(F)F)cc1 | 4.2 | -14 | -5 | 3 | -18 | -6 | -6 | i | -5 | 1
C/C(=N\NS(=O)(=O)c1ccc(C)c([N+](=O)[O-])c1)c1cc2ccccc2o1 | 1.1 | 5 | 4 | . | -23 | -9 | 2 | i | 0 | -2
COc1ccc(Cc2nc3ccc(C(=O)N(C)CCn4ccnc4)cc3o2)cc1OC | -0.9 | -2 | -10 | -1 | 16 | 9 | -2 | i | -5 | -10
CN(C)S(=O)(=O)c1cc(NC(=O)COC(=O)Cc2cccc3ccccc23)ccc1Cl | 2.0 | 1 | -10 | 6 | -5 | 8 | -11 | i | 0 | 1
CC1CC(C)CN(CCC(=O)Nc2cccc(Cl)c2)C1 (stereo not given) | -2.1 | -1 | -6 | 3 | -12 | 4 | -8 | i | -2 | 3
CCOc1ccc(OCCC(=O)Nc2ccc(N3CCOCC3)cc2N2CCOCC2)cc1 | -0.6 | 7 | . | -1 | 3 | 6 | -1 | i | -2 | 2
CN(C)S(=O)(=O)c1ccc(C(=O)NC(=O)CSc2nnnn2C)cc1 | -2.5 | -1 | -5 | -1 | 19 | 6 | 1 | i | -3 | 1
CC(=O)c1cc2c(cc1NC(=O)c1ccc(C)cc1)OCCO2 | 1.5 | -2 | -12 | -3 | 19 | -3 | -6 | i | 1 | -4
O=C(N/C(=C/C=C/c1ccccc1)C(=O)N1CCOCC1)c1ccccc1Br | 0.9 | -3 | -1 | 0 | 0 | 6 | -9 | i | 0 | -12
Cc1ccc(C)c(OCC(=O)N2CCN(C(=O)c3ccco3)CC2)c1 | -0.2 | 2 | -4 | 6 | 15 | -13 | -5 | i | 2 | 1
CC(=O)Nc1ccc(S(=O)(=O)NCc2ccc3[nH]c(C)cc3c2)cc1 | 3.8 | -25 | -5 | 31* | 21 | 8 | 15 | i | 3 | -9
Cc1ccc(-n2ncc3c(NCC4CCCO4)ncnc32)c(C)c1 (stereo not given) | -1.1 | -2 | -11 | -3 | 30 | -3 | 5 | i | -5 | 0
COc1ccc(S(=O)(=O)N2CCOCC2)cc1NC(=O)c1c(C)noc1C | 0.4 | 5 | . | 1 | 1 | 2 | -1 | i | -2 | 6
NC(=O)N/N=C/c1ccc2cccc(OCc3ccccc3)c2n1 | 2.3 | -2 | 0 | -4 | 0 | -14 | 1 | i | 3 | -20
C/C(=N\NS(=O)(=O)c1ccc(C)c([N+](=O)[O-])c1)c1ccc2c(c1)OCO2 | 3.2 | -5 | 1 | 2 | 2 | -2 | 0 | i | 3 | -8
COc1cc2c(cc1NC(=O)CSc1nnc(COc3ccc(Cl)cc3)n1C)oc1ccccc12 | 4.4 | -9 | -2 | -6 | 4 | -20 | 9 | i | 2 | 0
Cc1cccc(C)c1NC(=O)CCCn1nc(C)c2c(C)n(-c3ccccc3)nc2c1=O | -0.4 | 0 | -2 | -2 | -14 | 3 | -1 | i | -2 | 10
COc1cccc(N2CC(C(=O)Nc3nnc(SCCC4OCCO4)s3)CC2=O)c1 (stereo not given) | 2.2 | -9 | -5 | 0 | 5 | 10 | 2 | i | 1 | 6
CC(CCc1ccccc1)OS(N)(=O)=O (stereo not given) | -1.1 | 6 | -6 | -2 | 18 | 6 | 1 | i | -3 | 3
O=C(CCC(=O)c1cccs1)Nc1nc2ccccc2s1 | 2.4 | -7 | -10 | -1 | -2 | -3 | -7 | i | 4 | -5
NC(=S)N/N=C/c1cccc(O)c1O | 4.3 | 0 | -3 | -6 | 2 | 0 | -5 | i | 2 | 2
Cc1ccc(CNC(=O)CN2C(=O)CSc3ccc(S(=O)(=O)N4CCCCC4)cc32)cc1 | 0.1 | 0 | -1 | 2 | -2 | -3 | -5 | i | -1 | 3
CC(C)NC(=O)CN1CCC(c2ccccc2)C(O)C1 (stereo not given) | -0.8 | 2 | 1 | -2 | 3 | -3 | 5 | i | -2 | 4
O=S(=O)(NCc1ccccc1)c1cccc2nsnc12 | 0.9 | 85* | 9 | 9 | 5 | -5 | -4 | i | -1 | -29

In a second layout: entries from further up
SMILES,LMPTP inh,DNMT1 block,Scp1 inh,MT1-MMP act inh,SKN-1 inh,CendR NRP1 mod,NadD inh,Rpn11 inh,STEP inh,SUMO1 PPI mod
CC(C)NC(=O)CN1CCC(c2ccccc2)C(O)C1 (stereo not given),-0.8,2,1,-2,3,-3,5,i,-2,4
O=S(=O)(NCc1ccccc1)c1cccc2nsnc12,0.9,85*,9,9,5,-5,-4,i,-1,-29

Continuation:
SMILES | LMPTP inh | DNMT1 block | Scp1 inh | MT1-MMP act inh | SKN-1 inh | CendR NRP1 mod | NadD inh | Rpn11 inh | STEP inh | SUMO1 PPI mod
COc1ccc(C2/C(=C(/O)c3ccccc3)C(=O)C(=O)N2CC(C)O)c(OC)c1 (stereo not given) | -1.8 | -2 | -5 | 5 | -13 | -3 | 0 | i | -2 | -8
CCn1nc(C)cc1Nc1ccccc1 | -0.5 | 2 | -13 | -2 | -15 | -1 | -3 | i | -1 | -2
CC(=O)Nc1ccc(NC(=O)COC(=O)CCc2nc3ccccc3s2)cc1 | 0.6 | -1 | -17 | 3 | 0 | 2 | -3 | i | -1 | 0
O=C(Nc1ccc(N2CCOCC2)cc1N1CCOCC1)c1ncoc1-c1cccc(F)c1 | 2.8 | -7 | -8 | 1 | -6 | 5 | -12 | i | 1 | -4
CCOc1ncc(S(=O)(=O)N2CCN(CC)CC2)cc1C(=O)O | -1.4 | 0 | -12 | -2 | -3 | 20 | -6 | i | 2 | 0
Cc1ccc(Cl)cc1N1CCN(C(=O)Cc2c(C(=O)O)[nH]c3ccccc23)CC1 | -0.9 | -2 | -14 | 10 | 3 | -19 | 13 | i | 4 | 8
O=C(NNC(=O)c1ccccc1F)c1ccc(S(=O)(=O)N2CCCC2)cc1 | -1.4 | 3 | -12 | 6 | 0 | 1 | -2 | i | -1 | 1
COc1cc(CN/C(C)=C(\C#N)C(N)=O)cc(OC)c1OC | -0.9 | 0 | -3 | 3 | 8 | 1 | -2 | i | -2 | -4

Taken from the listing, 9 compounds:
SMILES | LMPTP inh | DNMT1 block | Scp1 inh | MT1-MMP act inh | SKN-1 inh | CendR NRP1 mod | NadD inh | Rpn11 inh | STEP inh | SUMO1 PPI mod
O=S(=O)(NCc1ccccc1)c1cccc2nsnc12 | 0.9 | 85* | 9 | 9 | 5 | -5 | -4 | i | -1 | -29
COc1ccc(C2/C(=C(/O)c3ccccc3)C(=O)C(=O)N2CC(C)O)c(OC)c1 (stereo not given) | -1.8 | -2 | -5 | 5 | -13 | -3 | 0 | i | -2 | -8
CCn1nc(C)cc1Nc1ccccc1 | -0.5 | 2 | -13 | -2 | -15 | -1 | -3 | i | -1 | -2
CC(=O)Nc1ccc(NC(=O)COC(=O)CCc2nc3ccccc3s2)cc1 | 0.6 | -1 | -17 | 3 | 0 | 2 | -3 | i | -1 | 0
O=C(Nc1ccc(N2CCOCC2)cc1N1CCOCC1)c1ncoc1-c1cccc(F)c1 | 2.8 | -7 | -8 | 1 | -6 | 5 | -12 | i | 1 | -4
CCOc1ncc(S(=O)(=O)N2CCN(CC)CC2)cc1C(=O)O | -1.4 | 0 | -12 | -2 | -3 | 20 | -6 | i | 2 | 0
Cc1ccc(Cl)cc1N1CCN(C(=O)Cc2c(C(=O)O)[nH]c3ccccc23)CC1 | -0.9 | -2 | -14 | 10 | 3 | -19 | 13 | i | 4 | 8
O=C(NNC(=O)c1ccccc1F)c1ccc(S(=O)(=O)N2CCCC2)cc1 | -1.4 | 3 | -12 | 6 | 0 | 1 | -2 | i | -1 | 1
COc1cc(CN/C(C)=C(\C#N)C(N)=O)cc(OC)c1OC | -0.9 | 0 | -3 | 3 | 8 | 1 | -2 | i | -2 | -4
